# Assay outcomes (PubChem)
# MPTP inh: blocks calcium-induced mitochondrial swelling | isolated mouse mitochondria, Ca2+ swelling absorbance, 30 min | inhibition, % at 10 µM | 360,000 compounds, 1.4% hits | AID 602449;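 active means inhibition of 50% or more, scaled per plate between neutral and stimulator controls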;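 further: 0% = DMSO wells given calcium and 100% = 1 mM EGTA wells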
# APOBEC3G inh: APOBEC3G (human) deaminase inhibition; Q9HC16; recombinant A3G, ssDNA deamination FAM/TAMRA fluorescence; inhibition, % at 20 µM; 330,000 compounds, 0.28% hits; AID 493012;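 active means inhibition of at least 40% at 20 µM, with no more than 30% in the related APOBEC3A deaminase screen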;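 further: plate controls were DMSO wells with A3G for no effect and wells lacking A3G enzyme for full effect; some compounds called inactive have numbers as strong as hits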
# mIAP act: increases mouse intestinal alkaline phosphatase activity. muIAP, CDP-Star luminescence, 30 min; stronger effect = higher value; 1 = vehicle-only enzyme signal, 0 = enzyme-free wells. activation factor at 10 µM. 330,000 compounds, 0.24% hits. AID 2805;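 active means activation factor of at least 2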; further: the source names both 10 and 20 µM as test concentration; values of inactives mirror those of a sister screen read the other way
#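 Assay system: mouse IAP enzyme / Compound: DMSO-dissolved test compounds / Timing: 30 min, room temperature / Measured by: luminescence from enzymatic CDP-Star hydrolysis / Control set: DMSO-only wells, enzyme-free buffer wells as negative control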
# A3A deaminase: human APOBEC3A DNA deaminase inhibition; recombinant A3A, FAM/TAMRA ssDNA deamination fluorescence; inhibition, % at 20 µM; 330,000 compounds, 0.41% hits; AID 493011;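 active means at least 40% inhibition at 20 µM here, with at most 30% in a related deaminase screen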;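 further: plate controls were A3A with DMSO for no effect and wells lacking A3A enzyme for full effect; some results filed as inactive read as strong as hits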
# Target sequence (P31941 whole entry, looked up): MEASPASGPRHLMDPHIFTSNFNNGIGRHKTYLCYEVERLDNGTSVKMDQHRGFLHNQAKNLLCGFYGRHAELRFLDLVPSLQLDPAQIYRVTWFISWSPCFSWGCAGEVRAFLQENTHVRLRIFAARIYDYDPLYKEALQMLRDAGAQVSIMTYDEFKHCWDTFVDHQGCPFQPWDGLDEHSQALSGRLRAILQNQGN
# NR3A LBD binder: NR3A (human) ligand-binding domain modulation | NR3A LBD differential scanning fluorimetry, Tm shift; 0% = protein alone, 100% = glycine-bound protein | Tm shift relative to glycine control, % at 25 µM | 340,000 compounds, 2.5% hits;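 active means melting temperature shift of at least 10% of the positive control shift, at one fixed dose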
# hIAP act: increases human intestinal alkaline phosphatase activity | P09923 | purified human IAP, CDP-Star luminescence, 30 min; stronger effect = higher value; 1 = vehicle-only enzyme, 0 = enzyme-free background | activation factor at 10 µM | 330,000 compounds, 0.16% hits | AID 2524;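 active means activation factor of the enzyme at least 2-fold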; further: the source names both 10 and 20 µM as test concentration; values of inactives mirror those of a sister screen read the other way
# Target sequence (P09923 whole entry, looked up): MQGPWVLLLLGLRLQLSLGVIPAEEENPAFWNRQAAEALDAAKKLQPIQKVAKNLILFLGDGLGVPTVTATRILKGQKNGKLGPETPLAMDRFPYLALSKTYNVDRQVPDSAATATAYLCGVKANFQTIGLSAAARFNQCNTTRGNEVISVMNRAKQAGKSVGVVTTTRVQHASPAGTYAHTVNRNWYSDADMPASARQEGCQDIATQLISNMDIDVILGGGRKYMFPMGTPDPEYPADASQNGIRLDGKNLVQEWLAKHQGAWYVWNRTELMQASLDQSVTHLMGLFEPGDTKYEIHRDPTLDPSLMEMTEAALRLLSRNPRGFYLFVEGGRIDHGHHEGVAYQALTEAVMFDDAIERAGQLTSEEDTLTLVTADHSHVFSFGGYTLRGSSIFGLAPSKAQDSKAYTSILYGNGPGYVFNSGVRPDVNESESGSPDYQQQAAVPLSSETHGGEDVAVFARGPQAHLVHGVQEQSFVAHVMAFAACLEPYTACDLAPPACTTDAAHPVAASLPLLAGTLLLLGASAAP
# hIAP block: human IAP inhibition; P09923; purified IAP, CDP-Star luminescence, 30 min; inhibition, % at 10 µM; 330,000 compounds, 0.12% hits; AID 2544;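 active means inhibition reaching a set limit with compound at 10 µM in the primary screen, cut at about 35% in these data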;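 further: plate controls were DMSO wells with enzyme for no effect and no-enzyme buffer wells for full effect; values of inactives mirror those of a sister screen read the other way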
# mIAP inh: mouse IAP inhibition; purified mouse IAP, CDP-Star luminescence, 30 min; inhibition, % at 10 µM; 330,000 compounds, 0.2% hits; AID 2806;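 active means inhibition of at least 40% at 10 µM in the primary screen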;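 further: plate controls were DMSO with enzyme for no effect and no enzyme wells for full effect; values of inactives mirror those of a sister screen read the other way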
# beta cell repl: MIN6 beta-cell proliferation induction | AID 2380 | proliferation, % at 10 µM | MIN6 cells proliferation, ATPlite luminescence, 48 h; cells starved in 0.2% serum; 100% = growth in 10% serum | 330,000 compounds, 0.29% hits;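 active means compounds whose signal lies at least 3.5 SD above the mean of all wells on their plate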;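 further: 0% = DMSO-treated cells in low-serum medium and 100% = 10% serum control; some compounds called inactive have numbers as strong as hits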
# * hit, by the source's call; nt = not tested or not shown.
[1] CCOC(=O)c1ccc(NC(=O)CSc2nc3c(c(=O)n2C)SC(C)C3)cc1 (stereo unspecified)
[2] Cc1cc(C)c2cccc(N)c2n1
[3] Cc1ccc(NC(=O)C2CC(=O)n3c(nc4ccccc43)N2)cc1C (stereo unspecified)
[4] CC(C)N(C(=O)N1CCN(c2ccnc3cc(Cl)ccc23)CC1)C(C)C
[5] O=C(NCCCN1CCCC1=O)c1ccc(S(=O)(=O)Nc2cccc(C(F)(F)F)c2)cc1
[6] O=C(N[C@@H]1c2ccccc2CC[C@@H]1OCc1ccccc1)c1ccc(C(F)(F)F)cc1
[7] CC1=C(C(=O)Nc2ccccn2)C(c2ccc(Br)cc2)NC(=S)N1 (stereo unspecified)
[8] CC(C)(C)OC(=O)NCCCC[C@H](NC(=O)c1[nH]cnc1C(=O)N[C@@H](Cc1ccccc1)C(=O)OCc1ccccc1)C(=O)OC(C)(C)C
[9] Cc1nn(-c2ccccc2)c(C)c1-c1cc(C(=O)N/N=C/c2ccc(O)cc2)[nH]n1
[10] COC(=O)c1sc(S(=O)(=O)Oc2ccccc2NC(C)=O)c(C(=O)OC)c1C
Compound,1,2,3,4,5,6,7,8,9,10
mIAP inh,-1,9,-251,6,-4,-5,-7,6,7,4
APOBEC3G inh,-13,1,5,-4,-8,2,-4,-6,-7,-6
MPTP inh,2.0,-1.2,-0.7,1.5,-0.2,-1.3,0.3,1.1,0.4,-2.2
mIAP act,1,0.91,3.5*,0.94,1,1.1,1.1,0.94,0.93,0.95
hIAP act,1,1.1,2.1*,1,1,nt,1.2,1.3,1.2,1
NR3A LBD binder,-4,1,-1,-1,-1,-2,3,-4,8,3
A3A deaminase,-3,-9,5,0,-2,2,0,-5,-2,0
beta cell repl,-3,-3,-1,2,0,nt,0,-6,2,2
hIAP block,-2,-14,-115,-4,-2,nt,-18,-31,-21,-2

[11] CCc1nnc2c(N(C)C)nc3ccccc3n12
[12] CC1c2cc3c(cc2CCN1S(=O)(=O)c1ccccc1)OCCCO3 (stereo unspecified)
[13] COCCNC(=O)C(=O)NCC1OCCCN1S(=O)(=O)c1cccs1 (stereo unspecified)
[14] COc1ccc(OC)c(NC(=O)CNC(=O)Cn2cnc3ccccc3c2=O)c1
[15] S=C(Nc1cccc(Cl)c1Cl)NC1CCN(Cc2ccccc2)CC1
[16] CCCOc1ccc(/C=N/NC(=O)CSc2ccccn2)cc1OC
[17] NS(=O)(=O)c1ccc(CNC(=O)c2ccc(NS(=O)(=O)c3cccs3)cc2)cc1
[18] COc1cc(NC(=O)c2ccccc2Cl)c(OC)cc1NC(=O)CN1CCCCC1
[19] CCC(CC)NC(=O)c1ccccc1Oc1ccccc1
[20] COc1ccc(CCNC(=O)CCS(=O)(=O)c2ccc3c(c2)NC(=O)CO3)cc1OC
Compound,11,12,13,14,15,16,17,18,19,20
mIAP inh,-1,12,4,-3,-21,-4,16,-5,13,-2
APOBEC3G inh,-8,-4,-2,-8,-4,-3,-1,-6,-2,-4
MPTP inh,-1.6,-1.6,0.3,-0.9,0.7,0.8,0.6,1.2,-0.1,0.2
mIAP act,1,0.88,0.96,1,1.2,1,0.84,1,0.87,1
hIAP act,1,1.1,0.96,1.3,1.3,0.89,1,1,0.89,0.92
NR3A LBD binder,-3,-3,-1,1,-2,4,0,1,1,2
A3A deaminase,0,-1,2,-4,1,-1,1,-3,3,-5
beta cell repl,4,3,-1,-1,-7,-2,-1,-3,-1,0
hIAP block,-1,-10,4,-32,-29,11,-2,0,11,8

# Ordered by formula weight (descending): four of the compounds above
[20] COc1ccc(CCNC(=O)CCS(=O)(=O)c2ccc3c(c2)NC(=O)CO3)cc1OC
[14] COc1ccc(OC)c(NC(=O)CNC(=O)Cn2cnc3ccccc3c2=O)c1
[13] COCCNC(=O)C(=O)NCC1OCCCN1S(=O)(=O)c1cccs1 (stereo unspecified)
[19] CCC(CC)NC(=O)c1ccccc1Oc1ccccc1
Compound,20,14,13,19
mIAP inh,-2,-3,4,13
APOBEC3G inh,-4,-8,-2,-2
MPTP inh,0.2,-0.9,0.3,-0.1
mIAP act,1,1,0.96,0.87
hIAP act,0.92,1.3,0.96,0.89
NR3A LBD binder,2,1,-1,1
A3A deaminase,-5,-4,2,3
beta cell repl,0,-1,-1,-1
hIAP block,8,-32,4,11

# Further results follow:
[21] CCCC(=O)Nc1nc2ccc3nc(C)sc3c2s1
[22] Cc1cc(Cl)ccc1Oc1nccc(N(C)C)c1C#N
[23] CCOC(=O)C1(Cc2cccc(Cl)c2)CCCN(C(=O)C(C)(C)C)C1 (stereo unspecified)
[24] Cc1csc(SCC(=O)Nc2ccccc2)n1
[25] O=C(N/N=C/c1ccc(-c2cccc(C(F)(F)F)c2)o1)c1ccccc1Br
[26] COC(=O)CCCC1=CC2=CC(=O)C(C)(OC(=O)CCc3ccccc3)C(=O)C2=CO1 (stereo unspecified)
[27] O=C(NC1CCCCC1)[C@@H]1CC=C[C@@H]2CCN(C3CCCCC3)C(=O)[C@@H]21
[28] COc1ccc(/C=N/n2cnc3c([nH]c4ccccc43)c2=O)cc1COc1ccccn1
[29] CCOc1cc([C@@H]2C[C@H]3CN(c4ccccc4)C(=O)[C@]34CCCN24)ccc1OC
[30] Cc1ccc(NC(=O)CN(C)C(=O)CNC(=O)c2sc3ccccc3c2Cl)cc1
Compound,21,22,23,24,25,26,27,28,29,30
mIAP inh,-2,6,-7,5,-7,11,7,12,-5,7
APOBEC3G inh,-5,-7,-5,-6,-8,-16,-8,14,-5,-10
MPTP inh,-8.4,1.5,5.7,0.1,3.2,5.2,-1.7,nt,-1.3,-2.3
mIAP act,1,0.94,1.1,0.95,1.1,0.89,0.93,0.88,1,0.93
hIAP act,0.99,0.83,0.97,1,1,1.2,1.1,1,1.1,1
NR3A LBD binder,0,0,0,-1,15*,-14,1,nt,-2,-5
A3A deaminase,37,-2,-3,-2,-3,-6,-4,6,-4,-2
beta cell repl,1,-1,-2,0,-5,-4,-3,8.3*,-2,-5
hIAP block,1,17,3,-4,-2,-22,-5,-3,-13,-2

[31] O=[S@]1Oc2ccccc2-c2ccccc21
[32] COc1cc(C(=O)Nc2cccc3c2CCCC3)cc(OC)c1OC
[33] CCOC(=O)c1c[nH]c(=O)c(Br)c1O
[34] Cc1cnn(-c2cc(N/N=C/c3cccc(F)c3)ncn2)c1
[35] CCOC(=O)C1(Cc2cccc(OC)c2)CCCN(Cc2cnn(C)c2)C1 (stereo unspecified)
[36] Cc1cc2occ(CC(=O)N(C)CC(=O)Nc3ccccc3Br)c2cc1C
[37] COc1ccc(N2C(=O)CC(Sc3ncccc3C(=O)O)C2=O)cc1 (stereo unspecified)
[38] CS(=O)(=O)N1CCN(CCN2C(=O)c3cccc4cccc(c34)C2=O)CC1
[39] Cc1c(NC(=O)CSc2nnnn2-c2ccc(O)cc2)c(=O)n(-c2ccccc2)n1C
[40] CS/C(N)=N/S(=O)(=O)c1ccc(NC(C)=O)cc1
Compound,31,32,33,34,35,36,37,38,39,40
mIAP inh,-2,-5,-1,5,10,15,-3,4,-9,-1
APOBEC3G inh,-4,-2,-4,-4,-7,-4,-1,-4,-3,-5
MPTP inh,-0.9,0.0,1.0,-0.6,1.4,-2.1,0.9,-0.4,0.8,0.0
mIAP act,1,1.1,1,0.95,0.9,0.85,1,0.96,1.1,1
hIAP act,1.1,0.96,0.81,1,0.81,1,1.1,1,1.1,0.94
NR3A LBD binder,0,0,-4,-22,-1,1,1,-2,2,8
A3A deaminase,-1,0,1,-3,-1,-3,-2,1,1,-3
beta cell repl,-1,-1,-3,0,-2,-6,0,1,-2,-4
hIAP block,-7,4,19,-3,19,-4,-9,-2,-6,6

[41] NC(=O)c1nsc(C(=O)N(CC(=O)NC2CCCC2)Cc2ccc3c(c2)OCO3)c1N
[42] O=C(COC(=O)c1ccccc1-n1cnnn1)c1ccc(F)c(F)c1
[43] CCC(C)(C)NC(=O)C(c1cccc(OC)c1OC)N(C(=O)CCC(=O)Nc1cc(C)on1)c1ccc2c(c1)OCCO2 (stereo unspecified)
[44] COc1ccc(/C(O)=C2/C(=O)C(=O)N(CC3CCCO3)C2c2ccc(OC)c(OC)c2)cc1 (stereo unspecified)
[45] O=C(CCC(=O)N(CC(=O)NC1CCCC1)Cc1cccs1)Nc1nccs1
[46] C=CCNC(=O)CCCC(=O)NCC=C
[47] O=C(NCCc1c[nH]c2ccccc12)/C(=C\c1cccs1)NC(=O)c1ccccc1
[48] COc1cc2oc(=O)cc(-c3ccc(-c4ccc(C(F)(F)F)cc4)cc3)c2c(OC)c1OC
[49] Cc1cc(NC(=O)C(=O)NCCN2CCN(S(C)(=O)=O)CC2)ccc1Br
[50] COCCn1c(-c2ccc(Cl)cc2)cnc1SCC(=O)NCc1cccs1
Compound,41,42,43,44,45,46,47,48,49,50
mIAP inh,-1,3,-1,2,-3,10,2,13,7,7
APOBEC3G inh,-8,-10,-8,-3,-6,-2,-3,7,-3,-1
MPTP inh,-0.7,-2.6,-0.5,-5.3,1.9,1.2,0.9,-0.3,-0.3,-2.3
mIAP act,1,0.97,1,0.98,1,0.9,0.98,0.87,0.93,0.93
hIAP act,1,1.1,0.9,1,1.1,0.94,1,nt,0.98,0.93
NR3A LBD binder,1,0,3,2,-3,1,0,-1,-1,-2
A3A deaminase,-1,0,-1,-4,2,-2,0,6,-3,-2
beta cell repl,3,-3,2,1,-3,-1,-1,nt,-2,4
hIAP block,-4,-8,10,0,-14,6,-4,nt,2,8

[51] COCCNC(=O)C(=O)Nc1cc2c3c(c1)C(C)C(=O)N3CCC2 (stereo unspecified)
[52] COc1ccc(-c2nc(C#N)c(NCCCN3CCOCC3)o2)cc1
[53] O=C(NC1CCN(Cc2ccccc2)CC1)c1cccc(Br)c1
[54] COC(=O)[C@]1(Cc2ccccc2)N[C@H](CN(C)C(=O)COc2ccccc2)[C@@H]2C(=O)N(Cc3ccccc3)C(=O)[C@@H]21
[55] CCN(Cc1ccccc1)c1ccc(/C=C(\C#N)c2ccccn2)cc1
[56] COCCCNC(=O)Cn1c(=O)n(CC(=O)NCCc2ccc(OC)c(OC)c2)c(=O)c2sccc21
[57] CC(C)=C1C2CCC1C(C(=O)NCc1ccccc1)C2C(=O)O (stereo unspecified)
[58] C(=N\N(Cc1ccccc1)c1ccccc1)/c1ccco1
[59] NS(=O)(=O)c1ccc(CNC(=O)c2cc(-c3cccnc3)nc3ccccc23)cc1
[60] CCOC(=O)c1nn(-c2ccc(C)c(C)c2)cc1O
[61] CCOCCc1nnc(NC(=O)CCC2CCCCC2)s1
Compound,51,52,53,54,55,56,57,58,59,60,61
mIAP inh,0,1,-9,-3,8,7,1,0,-5,2,-1
APOBEC3G inh,-2,-5,-6,-8,-9,-3,-2,-5,-6,-7,-9
MPTP inh,-2.0,-0.1,-1.9,0.8,0.0,0.0,-0.2,1.2,-2.0,-1.5,-0.4
mIAP act,1,0.99,1.1,1,0.92,0.93,0.99,1,1.1,0.97,1
hIAP act,1.2,0.86,1.1,1.1,0.85,0.98,1.1,1.1,1.1,1.3,1.1
NR3A LBD binder,2,2,-2,1,2,0,-1,1,1,-1,-1
A3A deaminase,-4,-1,-3,-3,-2,3,-3,-5,-2,-11,-2
beta cell repl,-3,4,2,-2,-5,0,1,-2,0,-2,4
hIAP block,-20,14,-9,-10,15,2,-13,-6,-6,-27,-11
